DUSP3 inh = blocks human VHR1 dual specificity phosphatase; recombinant VHR phosphatase, pNPP absorbance; inhibition, % at 13.3 µM; 290,000 compounds, 0.52% hits; AID 1654; P51452; in the data active means inhibition above about 50%; further: some compounds called inactive have numbers as strong as hits
Target sequence (P51452 whole entry, looked up): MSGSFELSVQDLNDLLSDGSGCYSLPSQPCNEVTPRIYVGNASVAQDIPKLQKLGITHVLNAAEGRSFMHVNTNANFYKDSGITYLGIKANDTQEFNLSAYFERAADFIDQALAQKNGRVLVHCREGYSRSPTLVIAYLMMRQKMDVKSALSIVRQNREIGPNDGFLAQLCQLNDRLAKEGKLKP
PriA SSB inh = inhibitors of Klebsiella pneumoniae PriA binding to SSB C-terminal tail; AlphaScreen SSBct-PriA binding, biotinylated peptide; inhibition, % at 33 µM; 430,000 compounds, 0.6% hits; in the data active means inhibition mostly above about 37%, no sharp cut-off; inactive means mostly below about 20%;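 further: plate controls were negative control peptide for no effect and reference peptide for full effect; strong numbers were not always called active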
CCHFV vOTU inh = CCHFV vOTU protease inhibition | inhibition, % at 11.5 µM | AID 651958 | 370,000 compounds, 0.55% hits | Pep-AMC fluorescence; in the data active means inhibition above about 30%; further: 0% = vehicle wells with enzyme and 100% = no enzyme wells
Rv3671c inh = inhibits the M. tuberculosis serine protease Rv3671c | 320,000 compounds, 0.048% hits | AID 2606 | P9WHR9 | inhibition, % at 5.96 µM; in the data active means inhibition above about 38%;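 further: extracellular domain of Rv3671c used as enzyme; 0% = enzyme with DMSO and 100% = no enzyme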
Target sequence (P9WHR9 whole entry, looked up, the tested form may be a part): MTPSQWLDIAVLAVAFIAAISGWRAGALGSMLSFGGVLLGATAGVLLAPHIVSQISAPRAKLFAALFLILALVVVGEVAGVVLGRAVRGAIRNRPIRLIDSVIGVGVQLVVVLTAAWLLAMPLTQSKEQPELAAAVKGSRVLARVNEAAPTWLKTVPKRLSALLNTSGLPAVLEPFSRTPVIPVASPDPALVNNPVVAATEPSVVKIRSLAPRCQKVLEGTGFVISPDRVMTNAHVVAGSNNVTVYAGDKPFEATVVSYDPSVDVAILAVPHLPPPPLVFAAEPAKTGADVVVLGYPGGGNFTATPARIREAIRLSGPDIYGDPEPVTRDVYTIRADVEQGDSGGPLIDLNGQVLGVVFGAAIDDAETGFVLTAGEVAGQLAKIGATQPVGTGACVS
MazEF act = increases E. coli MazEF RNase cleavage of RNA | P0AE70 | FAM/BHQ RNA-DNA oligo cleavage fluorescence, 5 h | activation, % at 20 µM | 350,000 compounds, 0.32% hits; in the data active means activation above about 50%
Target sequence (P0AE70 whole entry, looked up): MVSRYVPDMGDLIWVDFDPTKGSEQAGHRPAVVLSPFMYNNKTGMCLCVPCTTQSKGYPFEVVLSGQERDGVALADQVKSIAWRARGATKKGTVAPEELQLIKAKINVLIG
3CLpro inhibitor = SARS-CoV 3CLpro protease inhibition; inhibition, % at 6 µM; recombinant SARS-CoV 3CLpro, quenched FRET peptide cleavage; P0C6X7; AID 1706; 290,000 compounds, 0.14% hits; in the data active means inhibition above about 12%
BoNT-A LC inh2 = inhibitors of Botulinum neurotoxin A light chain protease | inhibition, % at 10 µM | multiplex microsphere protease substrate cleavage, flow cytometry | 360,000 compounds, 0.17% hits; further: plate controls were buffer without enzyme for full effect and enzyme alone for no effect
BoNT-F LC inh = blocks Botulinum neurotoxin F light chain protease | Multiplex microsphere protease cleavage assay, flow cytometry | inhibition, % at 10 µM | 360,000 compounds, 0.22% hits | AID 588497; in the data active means inhibition above about 35%, passing the limit was not always enough; inconclusive means no clear call, values can overlap the other calls; further: plate controls were buffer without enzyme for full effect and enzyme alone for no effect
Anthrax LF prot = blocks Bacillus anthracis lethal factor protease; AID 588501; 360,000 compounds, 0.12% hits; multiplex microsphere protease cleavage assay, LF; inhibition, % at 10 µM; further: plate controls were buffer without enzyme for full effect and enzyme alone for no effect
PrPC TRFRET = inhibitors of human cell surface prion protein PrPC; P04156; TR-FRET read-out; inhibition, % at 13.8 µM; 370,000 compounds, 0.43% hits; AID 720596; in the data active means inhibition above about 24%; further: 0% = median of the test wells and 100% = reference compound wells
Starred values were filed as active, the others as inactive; ? = inconclusive; / = not tested or not shown; & = joins results of further samples. Unless noted, no stated cut-off is given here; in the data, active means inhibition above about 30%; inconclusive means no clear call, values can overlap the other calls; inactive means below that. Only part of the results is shown; the hit share may differ from the screen's.

SMILES	DUSP3 inh	PriA SSB inh	CCHFV vOTU inh	Rv3671c inh	MazEF act	3CLpro inhibitor	BoNT-A LC inh2	BoNT-F LC inh	Anthrax LF prot	PrPC TRFRET
CC(=O)c1c(C)[nH]c(C(=O)OCC(=O)N(C)c2c(N)n(Cc3ccccc3)c(=O)[nH]c2=O)c1C	/	-6.2	5.0	2.0	3.2	/	/	/	/	6.3
COc1ccc(NC(=S)N2CCC(C(=O)c3ccc(Cl)cc3)CC2)cc1	/	3.3	-14.5	/	2.8	/	4.4	12.9	3.8	-1.9
CCOC(=O)c1ccc(NC2c3ccccc3C(=O)N2c2cccnc2)cc1 (centres undefined)	7.8	-5.8	1.2	1.7	13.0	-1.5	0.9	3.9	3.3	-5.9
Cc1c(NC(=S)Nc2cccc(Cl)c2)c(=O)n(-c2ccccc2)n1C	-19.7	5.2	0.1	3.0	12.1	-4.1	-1.1	-2.7	1.9	-2.7
CC(C)Nc1nc(NCCN2CCCC2)c2sc(-c3ccccc3)cc2n1	/	/	11.5	/	/	/	2.2	-35.0	-4.8	4.3
COc1cc(C(CCN2CCCC2)c2c(OC)cc(OC)c3c(-c4ccccc4)cc(=O)oc23)cc(OC)c1OC (centres undefined)	-4.1	20.1	-8.8	-5.7	26.7	/	-0.3	-9.7	-13.1	-26.6
CCCCCCn1c(=O)c(F)cn(Cc2ccc(OC)c([N+](=O)[O-])c2)c1=O	12.7	1.1	1.5	3.9	-1.2	2.8	0.9	1.5	2.5	-9.5
COC(=O)c1ccccc1NC(=O)c1cc2ccccc2o1	68.1	-6.1	-10.8	-30.3	0.9	0.1	-2.8	?	-22.7	-5.6
CSc1ncccc1C(=O)OCC(=O)NCCCc1ccccc1	/	-7.9	1.8	-6.7	1.0	/	0.9	2.9	15.1	2.1
COCCCNC(=O)CCN1N=C(c2ccccc2)CCC1=O	-1.2	-0.3	-8.0	-2.6	11.1	-0.6	-3.9	-48.2	6.5	6.3
c1ccc(C2OCCN2c2ccccc2)cc1 (centres undefined)	/	-4.2	3.9	/	14.2	/	-0.4	-4.4	-8.7	-4.7
O=C(COC(=O)CNC(=O)c1ccccc1Cl)Nc1cc(C(F)(F)F)ccc1Cl	/	-27.6	10.0	-1.9	-10.1	/	0.5	-0.4	-1.6	1.7
Nc1cc(=O)[nH]c2nnc(SCC(=O)Nc3cccc4ccccc34)n12	21.4	3.2	-4.0	4.0	8.1	0.0	1.8	-0.4	-0.4	-4.4
COc1cccc(NC(=O)c2ccccc2Oc2ccccc2)c1	8.8	-68.0	4.1	-2.6	-5.8	-1.4	-2.0	?	-11.5	11.0
CCO[C@H]1OC(C(=O)N2CCN(C)CC2)=C[C@@H](c2ccc(Br)cc2)[C@@H]1CCCO	25.6	0.9	9.2	7.5	4.4	1.2	-0.1	2.9	3.9	3.3

Random excerpt: two records from the list, in no set order.
SMILES	DUSP3 inh	PriA SSB inh	CCHFV vOTU inh	Rv3671c inh	MazEF act	3CLpro inhibitor	BoNT-A LC inh2	BoNT-F LC inh	Anthrax LF prot	PrPC TRFRET
COc1ccc(NC(=S)N2CCC(C(=O)c3ccc(Cl)cc3)CC2)cc1	/	3.3	-14.5	/	2.8	/	4.4	12.9	3.8	-1.9
CC(=O)c1c(C)[nH]c(C(=O)OCC(=O)N(C)c2c(N)n(Cc3ccccc3)c(=O)[nH]c2=O)c1C	/	-6.2	5.0	2.0	3.2	/	/	/	/	6.3

The list goes on:
SMILES	DUSP3 inh	PriA SSB inh	CCHFV vOTU inh	Rv3671c inh	MazEF act	3CLpro inhibitor	BoNT-A LC inh2	BoNT-F LC inh	Anthrax LF prot	PrPC TRFRET
COc1ccc(C(=O)N2CCC(C(=O)Nc3cccc(C)c3)CC2)cc1OC	28.0	-3.4	-1.6	-5.4	1.1	-1.3	0.4	11.5	-0.2	-1.5
Cc1cccc(C(=O)Nc2ccccc2C(=O)NCc2cccnc2)c1	21.6	-16.1	-7.9	-12.3	-6.0	1.6	-1.5	2.4	-1.5	-2.9
CC(C)CC1NC(=O)N(CC(=O)N2c3ccccc3NC(=O)C2(C)C)C1=O (centres undefined)	2.5	8.6	4.2	1.5	2.3	1.9	-0.3	-3.6	-1.4	-5.8
O=c1[nH]c(=O)n(-c2cccc(Cl)c2)c(O)c1/C=N/c1ccccn1	9.9	/	5.2	-4.1	-19.6	0.4	0.2	-1.7	-1.4	-4.3
Cc1ccc(-c2cc(C(F)(F)F)n3ncc(C(=O)NCc4ccco4)c3n2)cc1	25.0	-16.7	-0.3	-0.9	9.4	1.1	-0.1	-4.4	-2.7	-12.2
O=C(C1CC(=O)N(C2CCCC2)C1)N1CCN(c2ccc(F)cc2)CC1 (centres undefined)	/	0.0&-11.3	7.2	-2.1	-1.1	-0.8	0.1	4.8	7.2	1.7
O=C(O)CC(CC(=O)NCC(O)c1ccccc1)c1ccccc1 (centres undefined)	-1.6	-2.2	-16.2	-2.7	7.0	-1.6	0.3	6.9	13.3	0.7
CC(C)(C)NC(=O)NC(=O)CSc1nnc(-c2ccccc2F)n1N	17.5	-10.9	4.7	-10.3	-1.2	-6.7	-0.7	-3.5	-6.1	-0.5
Cc1ccc2nc(Cn3cc(C(F)(F)F)cc(Cl)c3=O)cc(=O)n2c1	21.7	-0.8	14.9	-5.0	-3.5	4.7	0.6	-2.2	-7.0	1.9
Cc1cc(C(=O)COC(=O)c2ccccc2Br)c(C)n1CC1CCCO1 (centres undefined)	11.2	-7.5	-3.1	5.4	-3.4	1.0	-0.8	-0.8	-12.0	0.1
COc1ccc(NS(=O)(=O)c2ccc3oc(Nc4ccc5c(c4)OCCO5)nc3c2)cc1	-6.0	31.1	8.2	2.1	1.1	13.3*	0.6	1.8	-2.6	-1.4
COc1ccc2[nH]c3c(=O)n(Cc4ccc(C(=O)NCC5CCCO5)cc4)c(=S)[nH]c3c2c1 (centres undefined)	48.4	-9.8	-1.7	-13.3	-4.5	5.8	-1.2	0.8	-1.3	10.4
O=C(N/N=C/c1cccc(O)c1)NC1CCCCC1	18.5	/	-13.1	-5.0	7.3	-1.5	1.8	12.1	12.4	-0.1
CC(C)CC1(CCc2ccccc2)C(=O)NC(=O)NC1=O	/	-4.8	0.2	/	-1.1	/	-0.5	-4.3	1.5	4.1
CCN(CC)C(=O)c1cccc(-c2csc(C(C)(O)c3ccncc3)n2)c1 (centres undefined)	/	/	-7.8	/	/	/	0.1	-2.5	-2.0	40.1*
Cc1cccc(N/N=C/c2ccccc2O)c1	0.1	/	-8.5	0.1	5.4	-1.1	-0.1	-1.1	-4.2	4.3
C[C@@H]1CN([C@H](C)CO)C(=O)CCCn2nncc2CO[C@@H]1CN(C)C(=O)c1ccc(N2CCN(C)CC2)cc1	/	/	-9.1	/	-5.0	/	-0.6	-2.9	-0.3	4.1
CC12CC(c3ccccc3O1)N(C(=O)c1ccco1)C(=S)N2c1ccccc1 (centres undefined)	-8.3	26.0	-4.6	12.3	0.7	-1.9	1.0	2.8	-4.6	-0.8
O=C(Cn1cnc2ccccc2c1=O)NCCCN1CCCC1=O	/	-8.0	6.1	-0.9	2.3	/	-0.7	-2.3	-0.8	2.0
COc1ccc(-c2cc(C(=O)N3CCCC3)c3ccccc3n2)cc1	7.1	-13.1	-152.1	3.7	2.2	-0.8	-3.0	-8.0	-1.9	3.7
CCOc1ccc(CCNC(=O)C2CCN(c3nnc(-n4cccc4)s3)CC2)cc1OCC	7.6	1.0	-1.2	0.0	0.9	1.4	0.1	1.8	-3.5	0.7
CCCNC(=O)c1cnc(-c2ccccc2)nc1-c1ccccc1	19.7	-13.6	-10.9	-7.6	-1.4	1.1	-1.5	-16.3	3.6	-2.5
CN(CC(=O)NCC(c1ccco1)N1CCCCC1)S(=O)(=O)c1ccc(Cl)cc1 (centres undefined)	/	-1.6	-6.5	-2.4	-6.0	/	0.5	5.9	1.7	0.1
O=C(c1cc(S(=O)(=O)N2CCOCC2)ccc1Cl)N1CCC(Cc2ccccc2)CC1	/	6.3	10.8	0.2	1.1	/	-1.4	13.0	-6.2	4.2
CCOC(=O)[C@@H]1[C@H]2COc3cc(OC)ccc3[C@@H]2N2C(=O)N(c3cccc(F)c3)C(=O)[C@@]12C	16.6	14.1	12.2	3.2	-10.8	1.5	-0.1	-6.3	-3.3	-2.2
N#CCCN1C(=O)C2(OCCO2)c2ccccc21	17.2	-14.0	-2.1	1.4	0.5	4.5	0.7	7.0	-12.9	-1.1
COc1ccc(S(=O)(=O)N2CCOC2CNC(=O)C(=O)NCc2ccccn2)cc1 (centres undefined)	22.1	-18.6	15.7	6.7	1.8	-2.9	0.4	-0.6	-0.8	1.0
CCC(=O)N1CCC(C)(C(=O)NCc2cccc(OC)c2)C1 (centres undefined)	/	/	-0.6	/	/	/	-0.1	-0.4	-2.5	-2.2
O=C(NC1CCCCCCC1)C1CCCN(S(=O)(=O)c2cnc[nH]2)C1 (centres undefined)	12.8	3.3	0.1	-2.5	0.4	-4.2	-0.7	-1.7	0.6	-7.1
COc1ccccc1CNc1nc(NCc2ccccc2SC)c2sccc2n1	/	/	6.8	/	/	/	-0.3	-1.8	-6.8	16.3
CC1CCN(CC(=O)Nc2nccs2)CC1	12.2	2.0	10.0	-1.9	-1.3	-1.2	?	?	-13.6	-3.7
Cc1[nH]c2ccccc2c1C(c1ccncc1)N1CCCCC1 (centres undefined)	22.3	-5.9	0.3	-14.7	2.4	3.3	0.6	0.2	-5.6	8.4
C=CC[C@@H](CC(=O)N[C@H](CO)Cc1ccccc1)C(=O)N[C@@H](COC(=O)[C@H](CC=C)CC(=O)OC(C)(C)C)Cc1ccccc1	/	5.9	20.0	1.0	0.9	/	-0.1	-2.2	-3.3	-3.4
Cc1cc(C)nc(SCC(=O)N/N=C/c2cc(C)n(-c3ccccc3C)c2C)n1	40.0	/	4.6	1.8	1.9	-4.4	-0.9	-6.1	0.7	7.3
COc1ccc(S(=O)(=O)N2CCN(C(=O)CCc3c[nH]c4ccccc34)CC2)cc1	/	0.9	8.8	0.0	-0.4	/	-0.6	4.2	-1.8	-4.1
Fc1cccc(Cl)c1-c1nnc2ccc3ccccc3n12	30.1	-10.6	-7.4	4.5	5.2	-3.8	0.4	-2.1	0.7	11.8
CC(C)C(=O)N1CCN(c2ccccc2NC(=O)c2ccco2)CC1	-2.6	-15.5	1.1	-7.5	2.0	-0.1	-0.6	6.3	-0.9	7.0
COc1ccc(C(=O)NCC(=O)N2CCCCC2)cc1OC	-5.3	3.9	3.6	-4.7	1.1	0.0	-0.1	0.7	-1.3	0.0
O=C(NCCN1C(=O)CCC1=O)c1ccncc1	25.9	-2.1	6.1	-8.6	3.9	1.4	0.5	-17.6	0.2	12.3
O=C(CCc1ccccc1)Oc1ccccc1[N+](=O)[O-]	/	3.6	8.0	2.8	-2.0	/	/	/	/	8.3

A second format for some results above.
SMILES,DUSP3 inh,PriA SSB inh,CCHFV vOTU inh,Rv3671c inh,MazEF act,3CLpro inhibitor,BoNT-A LC inh2,BoNT-F LC inh,Anthrax LF prot,PrPC TRFRET
COc1cccc(NC(=O)c2ccccc2Oc2ccccc2)c1,8.8,-68.0,4.1,-2.6,-5.8,-1.4,-2.0,?,-11.5,11.0
Cc1cccc(C(=O)Nc2ccccc2C(=O)NCc2cccnc2)c1,21.6,-16.1,-7.9,-12.3,-6.0,1.6,-1.5,2.4,-1.5,-2.9

Record cards, from the list above. Screens in order: DUSP3 inh	PriA SSB inh	CCHFV vOTU inh	Rv3671c inh	MazEF act	3CLpro inhibitor	BoNT-A LC inh2	BoNT-F LC inh	Anthrax LF prot	PrPC TRFRET
Record of CC1CCN(CC(=O)Nc2nccs2)CC1 : 12.2	2.0	10.0	-1.9	-1.3	-1.2	?	?	-13.6	-3.7
Record of COc1ccc(C(=O)NCC(=O)N2CCCCC2)cc1OC : -5.3	3.9	3.6	-4.7	1.1	0.0	-0.1	0.7	-1.3	0.0

Assay outcomes (PubChem)
